hERG protect – compounds protecting human hERG from proarrhythmic drug block | Q12809 | CHO-hERG, FluxOR thallium flux, dofetilide IC70 present | activation (rescue from dofetilide block), less the hit threshold, % at 10 µM | actives 0.51% (n = 310,000);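 active = activation above the mean of controls blocked by dofetilide plus 5 SD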;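 note: thallium influx through hERG after potassium depolarization seen as dye fluorescence rise; in these data hits start at about 4.7%; inactives centre near -7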
ANO1 activ – mouse TMEM16A channel activation, primary screen | Q8BHY3 | HEK293 TMEM16A/YFP-H148Q/I152L, iodide quench fluorescence; active compounds read low | B-score at 10 µM | actives 0.3% (n = 340,000);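 active = fluorescence-ratio B-score plate-corrected deviation score at least 3 library SD below zero, with starting fluorescence score within 5 deviations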;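 note: channel opened by trigger with iodide after compound preincubation; score built on the fluorescence ratio of max minus min over baseline; more negative score means more quench and so TMEM16A activation or potentiation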
KCNQ1 act – potentiators or activators of human KCNQ1 potassium channel; actives 0.35% (n = 310,000); CHO-K1 KCNQ1, thallium flux FluxOR fluorescence; active compounds read high; AID 2648; P51787; B-score at 10 µM;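 active = fluorescence ratio B-score, a plate-corrected score, at least three library SD, with initial intensity B-score within 5 SD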
Target sequence (P51787 whole entry, looked up): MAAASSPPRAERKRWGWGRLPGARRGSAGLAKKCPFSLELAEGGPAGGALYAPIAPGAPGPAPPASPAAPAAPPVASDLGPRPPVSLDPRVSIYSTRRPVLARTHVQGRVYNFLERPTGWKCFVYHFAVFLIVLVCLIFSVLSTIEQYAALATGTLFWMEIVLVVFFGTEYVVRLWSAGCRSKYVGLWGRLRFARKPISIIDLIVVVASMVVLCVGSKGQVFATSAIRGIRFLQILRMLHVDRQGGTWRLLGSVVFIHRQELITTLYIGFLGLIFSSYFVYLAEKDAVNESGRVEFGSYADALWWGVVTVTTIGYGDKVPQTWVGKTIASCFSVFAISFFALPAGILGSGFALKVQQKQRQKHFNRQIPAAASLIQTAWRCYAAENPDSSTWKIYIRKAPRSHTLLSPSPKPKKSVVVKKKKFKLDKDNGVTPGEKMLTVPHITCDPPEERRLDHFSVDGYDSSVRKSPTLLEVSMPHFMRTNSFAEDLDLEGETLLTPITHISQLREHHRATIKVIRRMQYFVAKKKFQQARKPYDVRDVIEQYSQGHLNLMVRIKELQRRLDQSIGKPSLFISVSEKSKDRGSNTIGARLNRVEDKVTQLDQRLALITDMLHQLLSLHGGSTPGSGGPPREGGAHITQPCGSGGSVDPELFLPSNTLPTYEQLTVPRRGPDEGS
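Test system: CHO-K1 cells stably expressing KCNQ1 / Medium: assay buffer / Also added: depolarizing K+/Tl+ stimulus, K2SO4 and Tl2SO4 each 12.5 mM in 5x stock / Incubation: 90 min dye loading and 20 min compound exposure, both at room temperature / Signal: thallium influx via FluxOR fluorescence, kinetic imaging / Evaluation: B score of baseline-normalized fluorescence ratio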
TMEM16A inh – inhibitors of mouse TMEM16A calcium-activated chloride channel; HEK293 TMEM16A/YFP iodide influx fluorescence, ionomycin; normalized B-score (activity score, 25-100; higher = stronger inhibition) at 10 µM; actives 1.2% (n = 310,000); AID 588511;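 active = ratio plate-corrected score three or more library SD toward inhibition, starting fluorescence score within five deviations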;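 note: score derived from kinetic fluorescence span divided by baseline fluorescence per well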
KCNQ1 inh – inhibitors of human KCNQ1 potassium channel | actives 1.3% (n = 310,000) | B-score at 10 µM | CHO-K1 KCNQ1, FluxOR thallium flux fluorescence; active compounds read high | P51787 | AID 2642;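 active = compounds whose thallium flux B-score, printed positive for inhibition, exceeds three library SD while starting fluorescence stays within three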;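 note: channel opened by potassium depolarization with thallium stimulus after 20 min compound exposure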
TRPC4 agonist – TRPC4 (mouse) channel activation; Q9QUQ5; HEK293 TRPC4beta/mu-opioid, Fluo4 calcium fluorescence; active compounds read high; B-score at 10 µM; actives 0.49% (n = 310,000); AID 2237;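 active = B-score above 5 SD of library B-scores, and initial fluorescence ratio not above library mean plus 5 SD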;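 note: positive B-score marks a calcium rise read as TRPC4 activation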
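Incubation: 45 min room-temperature Fluo4 loading, 110 s read / System: HEK293 cells stably co-expressing mouse TRPC4beta and mu-opioid receptor / Signal: Fluo4 fluorescence, kinetic / Control set: buffer (low) and maximal DAMGO (high) / Measure: integrated baseline-normalised fluorescence ratio, converted to per-well B score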
KCNK3 block – human KCNK3 channel inhibition, primary screen; O14649; actives 0.84% (n = 340,000); B-score at 10 µM; CHO-KCNK3 thallium flux, FluxOR fluorescence; active compounds read low;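 active = B-score under library mean minus 4 SD, starting fluorescence ratio at most library mean plus 5 SD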;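 note: more negative B-score means stronger inhibition of thallium flux through KCNK3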
Target sequence (O14649 whole entry, looked up): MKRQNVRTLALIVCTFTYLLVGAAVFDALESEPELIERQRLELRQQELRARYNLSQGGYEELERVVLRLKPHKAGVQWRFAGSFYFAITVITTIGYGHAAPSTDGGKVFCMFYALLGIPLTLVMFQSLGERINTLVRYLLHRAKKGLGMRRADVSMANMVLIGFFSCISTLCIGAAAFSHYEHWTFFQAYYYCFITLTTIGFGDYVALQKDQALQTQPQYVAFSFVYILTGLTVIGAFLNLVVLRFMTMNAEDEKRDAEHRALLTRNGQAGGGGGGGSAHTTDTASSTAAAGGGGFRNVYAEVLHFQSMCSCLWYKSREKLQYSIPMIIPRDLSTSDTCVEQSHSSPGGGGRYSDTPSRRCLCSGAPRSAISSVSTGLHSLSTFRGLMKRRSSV
Dyrk1A ADPGlo – Dyrk1A (rat) kinase inhibition; Q63470; ADP-Glo luminescence, NFATc1 peptide; inhibition, % at 12.5 µM; actives 0.43% (n = 310,000); in the data active = inhibition above about 50%;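 note: plate controls were vehicle with enzyme for no effect and no enzyme for full effect; many of its hits are not listed in these tables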
TRPC4 PAM – allosterically enhances the mouse TRPC4 cation channel; HEK293 TRPC4beta/mu-opioid, DAMGO EC20, Fluo-4 Ca2+ flux; active compounds read high; B-score at 10 µM; actives 0.42% (n = 310,000); AID 2227;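 active = B-score of calcium response area above 5 SD of library B-scores, with initial fluorescence ratio within 5 SD of library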;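 note: B-score of integrated fluorescence ratio over time as area under calcium response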
HDAC3 inh – inhibitors of human histone deacetylase 3 | O15379 | recombinant HDAC3, fluorogenic peptide/trypsin coupled, fluorescence | inhibition, % at 8.3 µM | actives 0.15% (n = 320,000) | AID 2718; in the data active = inhibition above about 26%, passing the limit was not always enough; inconclusive = no clear call, values can overlap the other calls
KCNK9 block – human KCNK9 channel inhibition | Q9NPC2 | HEK293 KCNK9, FluxOR thallium flux fluorescence; active compounds read low | B-score at 10 µM | actives 1.2% (n = 310,000);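 active = ratio B-score over 3 SD below the library mean, with starting fluorescence within 5 SD of its mean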;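 note: negative B-score means less thallium flux so channel inhibition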
Active calls of the source: *; i = inactive; ? = inconclusive; nt = not tested or not shown. An excerpt; the hit share may differ from the screen's.

SMILES	hERG protect	ANO1 activ	KCNQ1 act	TMEM16A inh	KCNQ1 inh	TRPC4 agonist	KCNK3 block	Dyrk1A ADPGlo	TRPC4 PAM	HDAC3 inh	KCNK9 block
COc1cccc(NC(=O)CN(C)C(=O)c2cccc(S(=O)(=O)N3CCN(c4ccccc4)CC3)c2)c1	-5.4	i	i	i	i	i	i	6.3	i	-1.1	i
O=C(O)c1cccc(NS(=O)(=O)c2ccc3c4c(cccc24)C(=O)N3)c1	-8.8	i	i	i	i	i	i	4.7	i	1.0	i
COc1ccc(NC(=O)Cn2nnc(-c3ccc(CN4CCOCC4)cc3)n2)c(OC)c1	-5.3	i	i	i	i	i	i	9.5	i	4.6	i
CC(=O)c1ccccc1NS(=O)(=O)c1cccc2nsnc12	-3.1	i	i	i	i	i	i	1.8	i	3.5	i
Cc1ccc(NC(=O)CSCC(=O)Nc2cc(C(F)(F)F)ccc2N2CCOCC2)cc1	-11.6	i	i	i	i	i	i	8.8	i	-1.4	i
Cc1ccc(NC(=O)COC(=O)[C@H](C)NC(N)=O)c(C)c1	-11.2	i	i	i	i	i	i	2.1	i	-0.5	i
COc1ccc(CN2C(=O)C(Cc3ccccc3)Nc3ncnc(N4CCCCC4)c32)cc1 (stereo not drawn)	-8.7	i	i	i	i	i	i	-3.7	i	6.9	-13*
CCN(Cc1ccccc1)C(=O)C1CCN(S(=O)(=O)c2ccc3c(c2)OCCO3)CC1	-6.0	i	i	i	i	i	i	5.0	i	0.1	i
CN(CC(=O)NCCc1ccccc1)Cc1ccco1	-12.7	i	i	i	i	i	i	-6.9	i	2.4	i
CN(C)c1ccc(CN2CCCCC2)cc1	-4.0	i	i	i	i	i	i	6.6	i	4.4	i
CC(C)NC(=O)NC(=O)COC(=O)c1ccc(OC(F)(F)F)cc1	-3.9	i	i	i	i	i	i	-0.6	i	2.6	i
COc1ccc(N=Cc2sc(O)c3ccccc23)cc1	-7.6	i	i	i	i	i	i	19.6	i	8.5	i
Cc1ccc(-c2nnn(CC(=O)N(Cc3cccs3)C(C(=O)NCC3CCCO3)c3ccco3)n2)o1 (stereo not drawn)	-8.7	i	i	i	i	i	i	-26.7	i	3.0	i
COc1ccc(Nc2oc(-c3ccccc3Cl)nc2C#N)cc1	-2.0	i	i	i	i	i	i	-1.9	i	-28.2	i
O=C1CSC(=S)N1/N=C/c1ccc(C(F)(F)F)cc1	-4.0	i	i	i	i	i	i	-2.2	i	0.1	i
COc1ccccc1NC(=O)c1ccc(Br)c(S(=O)(=O)N2CCCC2)c1	-6.8	i	i	i	i	i	i	0.2	i	-4.9	i
CCN(C(=O)COC(=O)c1c2c(nc3ccccc13)/C(=C/c1ccccc1)CC(C)C2)C1CCS(=O)(=O)C1 (stereo not drawn)	-8.4	i	i	i	i	i	i	-0.6	i	6.1	i
Cc1cnc(C(=O)Nc2ccc(C)c(S(=O)(=O)N(C)C)c2)cn1	-1.5	i	i	i	i	i	i	-3.2	i	nt	i
Cc1ccc(C2=NCCn3c2c2ccc(C(F)(F)F)cc2[n+]3[O-])cc1	-7.7	i	i	i	i	i	i	-3.2	i	-4.8	i
COc1ccc(Cc2nnc(NC(=O)c3ccccc3)s2)cc1OC	-3.4	i	i	i	i	i	i	-0.9	i	-4.3	i
C/C(=N\NC(=O)CCc1c[nH]c2ccccc12)c1cccc([N+](=O)[O-])c1	-9.2	i	i	i	i	i	i	-0.4	i	1.9	i
Cc1cc2oc(=O)cc(CN3CCC(C)CC3)c2c(C)c1Cl	-10.8	i	i	i	i	i	i	-2.3	i	-2.0	i
Cc1ccc(Cn2c(=O)c3cccnc3n(CC(=O)Nc3cccc(C(F)(F)F)c3)c2=O)cc1	-7.2	i	i	i	i	i	i	-3.8	i	5.8	i
CC1(C)Cc2c(C#N)c(OCC(=O)c3ccccc3)nc(-c3ccoc3)c2CO1	-11.4	i	i	i	i	i	i	1.0	i	-2.9	i
O=C(CSc1nc2[nH]ncc2c(=O)[nH]1)NCc1ccccc1Cl	-6.8	i	i	i	i	i	i	0.9	i	4.3	i
CC(=O)Nc1ccc(/C=N/NC(=O)CNC(=O)c2ccccc2)cc1	-5.1	i	i	i	i	i	i	4.8	i	4.8	i
CC1(C)CC(=O)C(C=Nc2ccc(Cl)cn2)=C(O)C1	-10.1	i	i	i	i	i	i	-1.4	i	-0.8	i
COCCn1cnc2c1c(=O)n(CC(=O)OCC(=O)NCCCc1ccccc1)c(=O)n2Cc1ccccc1	-6.5	i	i	i	i	i	i	-1.7	i	9.0	i
COc1ccc(-c2[nH]ncc2CN(CCO)Cc2cccs2)c(F)c1	-12.1	i	i	i	i	i	i	4.1	i	5.2	i
Cc1nc2c(C(=O)NCc3ccc(F)cc3)c[nH]n2c(=O)c1Cl	-6.6	i	i	i	i	i	i	9.7	i	-2.2	i
COc1ccc(CC(=O)OCC(=O)Nc2ccc(Br)cc2)cc1	-4.9	i	i	i	i	i	i	4.8	i	-1.6	i
CCOC(=O)Cc1csc(N/C(=N/S(=O)(=O)c2ccc(Cl)cc2)c2ccccc2)n1	-4.8	i	i	i	i	i	i	-3.6	i	2.2	i
COc1ccccc1N(CC(=O)NCc1ccccc1)C(=O)CCC(=O)Nc1ccccn1	-4.2	i	i	i	i	i	i	2.9	i	-5.4	i
O=C(c1ccc2c(c1)OCO2)C1CCCN(Cc2cn[nH]c2-c2ccccc2)C1 (stereo not drawn)	-15.7	i	i	i	i	i	i	3.2	i	3.7	i
CCCCNC(=O)COCc1cc(-c2ccc3c(c2)OCO3)on1	-8.8	i	i	i	i	i	i	0.1	i	-6.4	i
COC(=O)c1ccc(C(=O)N2CCCC(N3CCN(c4ccc(F)cc4)CC3)C2)nc1 (stereo not drawn)	0.8	i	i	i	i	i	i	4.1	i	-2.1	i
Cc1ccc(CO/N=C\Cc2snc(Sc3ncc(C(F)(F)F)cc3Cl)c2C#N)cc1	-12.1	i	i	i	i	i	i	9.8	i	-1.0	i
CCN(CCn1cccn1)Cc1nc(Cc2cccc(F)c2)no1	-10.7	i	i	i	i	i	i	-2.0	i	-1.6	i
O=c1[nH]n(-c2cccc3cccnc23)c(=O)c2ccccc12	-12.3	i	i	i	i	i	i	-5.7	i	-0.6	i
Cc1oc2ccc(O)cc2c1C(=O)c1ccc(F)cc1	-9.0	i	i	i	i	i	i	nt	i	-2.3	i
CCCn1c(N)c(N(CCOC)C(=O)/C=C/c2ccc(C(=O)OC)cc2)c(=O)[nH]c1=O	-15.2	i	i	i	i	i	i	nt	i	-0.6	i
Cc1ccccc1C(=O)Nc1ccccc1C(=O)NC1CC1	-1.8	i	i	i	i	i	i	-6.1	i	-1.1	i
COC(=O)CNC(c1ccccc1Cl)c1cc(Br)ccc1NC(=O)CCN1CCOCC1 (stereo not drawn)	-2.4	i	i	i	i	i	i	5.4	i	4.9	i
Cc1cc(N2CC(C(=O)Nc3nccs3)CC2=O)ccc1C(C)C (stereo not drawn)	-11.4	i	i	i	i	i	i	-5.3	i	?	i
CC(C)C(O)(C(=O)NNc1ccccc1)C(C)C	-3.8	i	i	i	i	i	i	4.6	i	-5.8	i
Cc1cc(C)c2cc(CN(CC3CCCO3)C(=S)NCc3ccco3)c(=O)[nH]c2c1 (stereo not drawn)	-11.1	i	i	i	i	i	-9.78*	-1.0	i	0.6	-9.46*
O=C1C2C(C(=O)N1/N=C/c1cc([N+](=O)[O-])ccc1O)C1C=CC2C12CC2 (stereo not drawn)	-2.8	i	i	i	i	i	i	13.1	i	3.7	i
Cc1ccc(CNc2nc(N)c([N+](=O)[O-])c(NCCO)n2)cc1	-3.9	i	i	i	i	i	i	nt	i	0.9	i
CCCOc1ccc(C2CC(=O)Nc3cc(OC)c(OC)cc32)cc1 (stereo not drawn)	-2.6	i	i	i	i	i	i	0.9	i	-2.4	i
COc1ccc(NC(=O)CN2C(=O)CSC2=O)cc1	-7.9	i	i	i	i	i	i	-6.1	i	4.8	i
Additional entries follow.
SMILES	hERG protect	ANO1 activ	KCNQ1 act	TMEM16A inh	KCNQ1 inh	TRPC4 agonist	KCNK3 block	Dyrk1A ADPGlo	TRPC4 PAM	HDAC3 inh	KCNK9 block
COc1ccccc1NC(=O)c1ccc2snnc2c1	-9.3	i	i	i	i	i	i	0.3	i	-1.0	i
CCN(CC)C(=O)CSc1nnc(-c2ccc(S(=O)(=O)NCc3ccccc3Cl)cc2)o1	-5.4	i	i	i	i	i	i	-2.0	i	-9.6	i
CC(C)CC(CO)N1CCN(C(=O)c2ccc(Cl)cc2Cl)CCC1=O (stereo not drawn)	-6.3	i	i	i	i	i	i	3.1	i	0.8	i
CC1=NOC(=O)/C1=C/c1ccc(N(C)C)cc1	-6.8	nt	i	i	i	i	nt	nt	i	?	i
Cc1cccc(-c2noc(CCC(=O)Nc3ccccc3)n2)c1	-4.1	i	i	i	i	i	i	0.0	i	1.9	i
COc1ccc(/C=C2\N=C(c3ccc(C)cc3)OC2=O)cc1	-3.0	i	i	i	i	i	i	-3.0	i	-1.5	i
Cc1cccc(N(CC(=O)N/N=C/c2ccc(OCC(=O)NCc3ccco3)cc2)S(C)(=O)=O)c1C	-6.2	i	i	i	i	i	i	-5.2	i	13.0	i
O=C(c1cccc(S(=O)(=O)N2CCCCCC2)c1)N1CCN(c2ccccc2)CC1	-18.2	i	i	i	i	i	i	4.1	i	2.7	i
Clc1ccc(OCc2nc(-c3ccncc3)no2)c(Cl)c1	-19.8	i	i	i	i	i	i	6.7	i	6.9	i
Cc1nc(-c2cnn(-c3ccccc3)c2)c2cc(C)oc2n1	-6.9	i	i	i	i	i	i	-9.4	i	-6.3	i
C/C=C/C=C/[C@H]1Cc2cc(O)cc(O)c2O1	-10.6	nt	i	i	i	i	nt	nt	i	-4.0	i
COC(=O)c1sccc1S(=O)(=O)N1CCCC(N(C)CCc2ccccn2)C1 (stereo not drawn)	-3.0	i	i	i	i	i	i	0.3	i	1.9	i
O=P(O)(O)c1ccccc1OCCOCCOc1ccccc1P(=O)(O)O	nt	i	nt	i	nt	nt	i	0.6	nt	7.0	nt
O=C(CN1C(=O)c2ccccc2C1=O)Nc1ccc(S(=O)(=O)NCC2CCCO2)cc1 (stereo not drawn)	-1.3	i	i	i	i	i	i	nt	i	-1.7	i
Clc1ccc(-c2noc(CCCOc3ccccc3)n2)cc1	-4.8	i	i	i	i	i	i	1.6	i	2.0	i
CC(NS(=O)(=O)c1ccc(F)cc1)C(=O)NCc1ccncc1 (stereo not drawn)	-3.0	i	i	i	i	i	i	nt	i	-9.5	i
